# LmPK inh – inhibitors of Leishmania mexicana pyruvate kinase; Q27686; 0.37% of 290,000 active; purified LmPK, Kinase-Glo ATP luminescence, 1 h; AID 1721; Potency, µM (doses to about 57.5 µM), without a hit: at the highest dose activity change, negative = inhibition, most hits filed as inhibitors; also: potency is read from the fitted curve at half-maximal effect
# Target sequence (Q27686 whole entry, looked up): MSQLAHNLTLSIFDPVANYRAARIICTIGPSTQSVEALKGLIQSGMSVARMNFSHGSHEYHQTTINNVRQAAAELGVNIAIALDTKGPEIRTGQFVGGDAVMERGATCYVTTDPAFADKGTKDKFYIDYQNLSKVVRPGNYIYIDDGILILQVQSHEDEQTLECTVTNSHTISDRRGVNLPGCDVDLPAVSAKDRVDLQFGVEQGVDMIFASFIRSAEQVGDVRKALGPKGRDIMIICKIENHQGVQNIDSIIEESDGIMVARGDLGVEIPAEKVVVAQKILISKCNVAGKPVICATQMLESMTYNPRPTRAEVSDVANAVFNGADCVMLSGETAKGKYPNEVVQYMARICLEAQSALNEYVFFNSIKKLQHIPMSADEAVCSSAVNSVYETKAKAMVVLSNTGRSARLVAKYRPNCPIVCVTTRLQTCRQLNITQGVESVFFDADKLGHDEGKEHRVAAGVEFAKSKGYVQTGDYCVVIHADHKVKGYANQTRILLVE
#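 Kinase-Glo luminescence read after 1 h RT reaction of 0.1 nM LmPK with 0.5 mM PEP and 0.1 mM ADP. Activity scaled between uninhibited and enzyme-free controls.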
# AmpC inh detg – AmpC beta-lactamase inhibition with detergent present; P00811; AmpC hydrolysis of nitrocefin, absorbance 480 nm, 0.01% Triton; Potency, µM (series often up to 114 µM), without a hit: top-dose activity change, negative = inhibition, usual class: inhibitors; 0.041% of 370,000 active; AID 485294;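 also: potency is read from the fitted curve at half-maximal effect; 0% = no-compound wells and -100% = no-enzyme wells; nearly all actives have a fitted effect of over 25% in size; some results filed as inactive show a strong effect at the top dose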
# Target sequence (P00811 whole entry, looked up): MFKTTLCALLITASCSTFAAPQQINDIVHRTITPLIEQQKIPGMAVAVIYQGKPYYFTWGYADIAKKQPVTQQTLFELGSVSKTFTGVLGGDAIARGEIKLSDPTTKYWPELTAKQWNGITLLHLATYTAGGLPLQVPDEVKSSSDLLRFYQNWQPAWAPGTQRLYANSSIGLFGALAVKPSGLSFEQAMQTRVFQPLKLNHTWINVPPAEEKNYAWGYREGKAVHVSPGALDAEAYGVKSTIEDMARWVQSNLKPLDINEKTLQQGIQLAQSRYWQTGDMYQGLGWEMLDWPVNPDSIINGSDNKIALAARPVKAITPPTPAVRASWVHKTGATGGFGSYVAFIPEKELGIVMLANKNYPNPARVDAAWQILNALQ
#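 20 mM phosphate pH 7.0 + 0.01% (detergent screen) or 0.0001% Triton X-100; 5.3 nM AmpC reagent; cpd preinc 15 min RT; nitrocefin (800 uM stock) to start; A480 q20 s × 4 min; Activity was normalised to no-enzyme and no-compound control wells.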
# TbPYK inhibitor – T. brucei pyruvate kinase inhibition. AID 624173. Q57TT1. 0.12% of 410,000 active. Potency, µM (highest dose often 76.8 µM), inactives show at the top dose activity, negative = inhibition, actives largely listed as inhibitors. TbPYK enzyme, Kinase-Glo Plus ATP luminescence, 45 min; also: potency is read from the fitted curve at half-maximal effect; nearly all actives have a fitted effect of over 50% in size
#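 Activity of T. brucei pyruvate kinase was followed by Kinase-Glo Plus luminescence after the enzyme reacted 45 min at room temperature with 130 uM ADP (final) and substrate. Test compounds were added before ADP at multiple concentrations.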
# HCV inh – HCV inhibition; AID 651820; Potency, µM (highest dose often 41.8 µM), for inactives: at the highest dose activity change, negative = inhibition, usual class: inhibitors; Huh7.5.1 HCVcc-Cre infection, luciferase reporter, 44 h; 3.4% of 340,000 active; also: potency is read from the fitted curve at half-maximal effect
#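 Infectious HCVcc-Cre (~0.5 moi) was added to cells just after compound, with cells seeded 4 h earlier at 1,000 per well. Luciferase activity after 44 h culture reported infection; substrate was incubated 15 min at room temperature before reading.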
# AmpC no deterg – blocks E. coli AmpC beta-lactamase in detergent-free assay. P00811. AmpC nitrocefin hydrolysis, absorbance 480 nm, 0.0001% Triton. Potency, µM (doses to about 57.1 µM), without a hit: top-dose activity change, negative = inhibition, usual class: inhibitors. 0.52% of 330,000 active. AID 485341;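 also: potency is read from the fitted curve at half-maximal effect; plate controls were no compound for no effect and no enzyme for full effect; nearly all actives have a fitted effect of over 20% in size; some results filed as inactive show a strong effect at the top dose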
#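 20 mM phosphate pH 7.0 + 0.01% (detergent screen) or 0.0001% Triton X-100; 5.3 nM AmpC reagent; cpd preinc 15 min RT; nitrocefin (800 uM stock) to start; A480 q20 s × 4 min; Activity was normalised to no-enzyme and no-compound control wells.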
# HCMV inh – human cytomegalovirus inhibition | HFF cells, HCMV-luciferase reporter, 72 h; hits give low values | activity change, negative = inhibition, % at 57.5 µM | 4.5% of 410,000 active | AID 1259415; in the data active = activity change below about -60%; inconclusive = no clear call, values can overlap the other calls; inactive = above about -39%
#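 Two compound doses tested in HFFs infected with HCMV-luciferase, MOI 1 PFU/cell, 72 h at 37C. Lysate luminescence read with OneGlo; data normalized against buffer-only and 10uM Salinomycin inhibitor controls.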
# AMA1-RON2 inh – disrupts binding of P. falciparum AMA1 to RON2 | Potency, µM (top dose mostly 58.2 µM), for the others: top-dose activity change, negative = inhibition, hits mostly inhibitors | 0.2% of 360,000 active | AID 720542 | AlphaScreen AMA1-biotinylated RON2 peptide binding;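 also: potency is read from the fitted curve at half-maximal effect; 0% = vehicle wells and -100% = peptide control; nearly all actives have a fitted effect of over 45% in size; some results filed as inactive show a strong effect at the top dose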
#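 AMA1 (3D7) with his tag at 25 nM final met compounds first, then biotinylated RON2 peptide at 25 nM; detection used donor plus acceptor beads, 10 µg/mL apiece, read by AlphaScreen after 30 min at room temperature.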
# * hit, by the source's call; u = inconclusive; x = no result given; [ ] = another dose, or the depositor's remark. Unless noted, calls follow the shape of the dose curve; as a rule, active = well fitted curve in the direction sought with a large enough effect; inconclusive = small, poorly fitted or top-dose-only effect, or another doubt; inactive = no such curve, though single readings can be large; an effect the other way counts as inactive or inconclusive. Unless noted, % is scaled to controls: 0 for no effect and ±100 for the full control effect.
SMILES | LmPK inh | AmpC inh detg | TbPYK inhibitor | HCV inh | AmpC no deterg | HCMV inh | AMA1-RON2 inh
CCc1cccc(C)c1NC(=O)CCCC(=O)O | -2% | -1% | -1% | 20% | -10% | -7 | 38%[activator]
O=C(NC1CC2CCCC(C1)N2C(=O)Nc1ccc(Cl)c(C(F)(F)F)c1)C1CC1 (stereo not drawn) | 2% | u | 1% | -23% | -29% | -6 | -9%
CCOC(=O)CSc1nnc(CNc2ccc(F)cc2)o1 | -2% | u | 1% | 2% | -10% | 43 | 5%
O=[N+]([O-])c1ccc2c(c1)C(=NO)c1cc(Cl)c(Cl)cc1-2 | x | x | 2% | 11µM* | x | u | -7%
O=C1N/C(=N/S(=O)(=O)c2ccccc2)S/C1=C/c1cccnc1 | 3% | 0% | -2% | -5% | -16% | 25 | 13%
Nc1nonc1C(=O)NCCNCc1cc(Br)ccc1OCc1ccccc1F | 1% | -1% | 6% | 10µM* | -1% | -62* | 16%
Cc1ccc(-n2c(SCC(=O)Nc3cc(C)on3)nc3c(c2=O)SC(C)C3)cc1 (stereo not drawn) | 1% | u | 6% | 9% | -12% | 22 | -2%
COc1ccc(-c2nnc(NC(=O)c3ccc(S(=O)(=O)N4CCc5ccccc5C4)cc3)o2)cc1 | 5% | -1% | 9% | u | -31% | x | 18%
CCCC(CCC(=O)OC)(C(=O)OCC)c1csc(N)n1 (stereo not drawn) | 1% | -12% | -9% | -9% | 0% | -21 | 4%
COc1ccc(CCNC(=O)C2CC(c3cccc([N+](=O)[O-])c3)=NO2)cc1 (stereo not drawn) | -8% | -2% | -4% | -15% | -1% | 54 | -7%
COc1cc(Cn2ccnc2)c(OC)cc1Cn1ccnc1 | 1% | u | -4% | 24% | -11% | 62 | -19%
Cc1c(Cl)c([N+](=O)[O-])nn1CC(=O)NC(C)C1CC2CCC1C2 (stereo not drawn) | -4% | -1% | -4% | 11% | -26% | 20 | 21%
COC(=O)c1cnc(Oc2c(Cl)cc(N)cc2Cl)cc1C(F)(F)F | 2% | -8% | -5% | -5% | 17% | -40 | 5%
Nc1nc(SCC(=O)Nc2ccc(Cl)c(S(=O)(=O)N3CCOCC3)c2)n[nH]1 | 6% | -8% | 0% | 1% | -27% | 34 | 0%
COc1ccc(OC)c(-c2csc(NC(=O)C3=NNC(=O)CC3)n2)c1 | 4% | -6% | -2% | 0.89µM* | 143%[activator] | -32 | 50%[activator]
Cc1cc2nc[nH]c2cc1[N+](=O)[O-] | -1% | -6% | 2% | 1% | -11% | -15 | 11%
CCC(=O)c1ccc(OCC(=O)Nc2cccc(S(=O)(=O)N3CCCCCC3)c2)cc1 | x | -15% | -3% | u | -40% | -26 | -13%
CCCCCCNC(=O)O[C@H]1Cn2c(=O)n(CCCCCC)c(=O)n2[C@@H]2CN(S(=O)(=O)c3ccc(C)cc3)C[C@]12O | x | x | 4% | x | x | -103* | 0%
Cc1ccc2c(c1)C(=O)CC(c1ccccc1)S2 (stereo not drawn) | x | x | -5% | -29% | x | 42 | 32%[activator]
O=C(Cc1cccs1)N1CCN(S(=O)(=O)c2cccc([N+](=O)[O-])c2)CC1 | -4% | u | 0% | 6% | -4% | 35 | -11%
CC1=C(C(=O)N(C)C)CC(CC(=O)NCC2CCCCC2)C(=O)N1CCC1=CCCCC1 (stereo not drawn) | x | x | -6% | x | x | -3 | 0%
COc1ccc(OC)c(C2c3[nH]c4ccccc4c3C[C@H]3C(=O)N(CCCOC(C)C)CC(=O)N23)c1 (stereo partly drawn) | 0% | 2% | 7% | -4% | 164%[activator] | 41 | -1%
Cc1ccc(CN2CCNC(=O)C2CC(=O)N(C)C2CCCCC2)o1 (stereo not drawn) | -2% | 1% | -25% | 11% | 21% | -22 | 5%
CCOc1ccc(NC(=O)c2oc3ccccc3c2NC(=O)Cc2ccc(F)cc2)cc1 | x | 1% | -3% | x | x | -16 | x
CCCc1cnc2c(c1SCC(=O)Nc1ccccc1OCC)c(=O)n(C)c(=O)n2C | x | 2% | 1% | x | x | 1 | x
COc1ccc(NC(=O)CC2CC3CCC2C3)cc1S(=O)(=O)N1CCOCC1 (stereo not drawn) | x | x | -2% | 7% | 54% | 61 | 6%
Cc1ccc(NC(=O)N(CCCN2CCOCC2)Cc2cc3cc4c(cc3[nH]c2=O)OCO4)cc1 | -2% | -3% | -3% | -15% | 88%[activator] | 13 | u
CCCCCCNCc1cccc(Br)c1 | -5% | 1% | 2% | 4% | -14% | -9 | 0%
CCOC(=O)c1ccccc1NC(=O)Cn1cnc2c(cnn2-c2ccccc2)c1=O | 0% | 5% | -1% | 13% | -22% | 20 | 2%
O=C(O)c1cccc2c1C(=O)c1cc([N+](=O)[O-])cc([N+](=O)[O-])c1-2 | x | x | -9% | x | x | 74 | 0%
CCOc1cc(CNc2ccc(O)cc2)ccc1OCc1ccc(Cl)cc1Cl | -1% | 0% | -21% | -4% | u | x | 38%[activator]
CCOc1ccccc1C(=O)N(Cc1cc(OC)c(OC)c(OC)c1)c1ccccn1 | x | 14% | -7% | x | x | -10 | x
O=C(c1ccc(Sc2cccc(Cl)c2)c([N+](=O)[O-])c1)N1CCN(c2ccccn2)CC1 | 12% | 2% | 0% | u | 31% | -36 | u
O=C(Oc1ccc(Cl)c(Cl)c1)C1=CC=CN2CCS(=O)(=O)N=C12 | x | x | -5% | 18% | -21% | -8 | -5%
Nc1c(Sc2ccccc2)c(=O)[nH]c(=O)n1Cc1ccccc1 | x | x | 0% | 23% | x | 31 | 1%
CN1CCN(c2ccc([N+](=O)[O-])cc2C(=O)c2ccc(Br)cc2)CC1 | 2% | -2% | 0% | -24% | -1% | u | 14%
C=CC[C@H](CC(=O)NCCO)C(=O)N[C@H](COC(=O)[C@@H](CC=C)Cc1ccc(F)cc1)C(C)(C)C | x | x | 2% | 15% | 246%[activator] | -5 | -2%
O=C(CN1C(=O)C2(SCC(=O)N2c2ccc(F)c(F)c2)c2ccccc21)Nc1ccccc1F (stereo not drawn) | x | 11% | -7% | x | x | 35 | x
CC(SC(=S)N(C)Cc1cccs1)C(=O)O (stereo not drawn) | -7% | -1% | 4% | 9% | -23% | 4 | -8%
Cc1sc(NC(=S)NC(=O)C(C)(C)C)c(C(N)=O)c1C | -2% | -6% | 0% | -1% | -15% | 32 | 33%[activator]
CC(C)c1ccc(NS(=O)(=O)c2ccc3[nH]cc(C(=O)NC4CCCC4)c(=O)c3c2)cc1 | x | 7% | 4% | x | x | 9 | x
Cc1ccc(S(=O)(=O)N2CCN(C(=O)CC(C)n3nc(C)c(Cl)c3C)CC2)cc1C (stereo not drawn) | -1% | 3% | -10% | -10% | 164%[activator] | -10 | -1%
COCCCN1C(=O)C(=O)/C(=C(/O)c2ccc(S(=O)(=O)N3CCOCC3)cc2)C1c1ccc(F)cc1 (stereo not drawn) | 1% | -7% | 2% | 9% | -3% | 6 | 0%
COc1ccccc1NC(=O)C1=C(C)Nc2ncnn2C1c1ccccc1C (stereo not drawn) | 1% | 2% | 0% | 6% | -7% | 0 | 15%
O=C(c1csc(Nc2ccccc2Cl)n1)N1CCCC1 | 0% | -2% | -18% | -1% | -8% | -93* | 15%
CCCCNC(=O)/C=C/c1cccs1 | 0% | -3% | -1% | 6% | -11% | 33 | -4%
O=C1CS/C(=N/N=C2CCCC2)N1 | -1% | 7% | -1% | 13% | 0% | u | 81%[activator]
Cc1cc(NC(=O)COc2cccc(C)c2C)no1 | 0% | u | -3% | 14% | u | u | 3%
CCOC(=O)c1c(S(=O)(=O)NCC(=O)N2CCN(c3ccc(OC)cc3)CC2)c(C)n(C)c1C | 10% | 2% | 6% | u | 84%[activator] | 2 | 0%
CCOc1ccc(-n2c(SCC(N)=O)nnc2-c2cccnc2)cc1 | -13% | 4% | 1% | -1% | -5% | 20 | u
Cc1cccc(NC(=O)C2CCCN2C(=O)Oc2ccccc2)c1C (stereo not drawn) | -1% | 3% | -8% | 8% | -8% | -23 | 5%
O=Cc1ccc(-c2ccc([N+](=O)[O-])cc2Cl)o1 | 8% | 2% | -2% | 1% | -18% | -66* | -15%
O=C(NCc1ccccc1)C1CCN(S(=O)(=O)c2ccc(Cl)cc2)CC1 | -5% | 5% | 4% | -2% | -1% | -13 | 10%
COc1ccc(-c2sc3ccc(OC)cc3c2-c2ccc(OC)c(F)c2)cc1 | x | -6% | -7% | -9% | -7% | -15 | -5%
C[C@@H](C(=O)OCC(=O)c1ccccc1)N1C(=O)C2CCCCC2C1=O (stereo partly drawn) | x | x | -6% | -17% | -20% | 0 | -7%
CCCCCCn1c(=O)c(C(=O)N/N=C/c2cccc(F)c2)c(O)c2ccccc21 | -1% | -3% | 1% | -10% | -19% | 33 | 19%
COc1ccc(CC(=O)Nc2cc(Cl)ccc2C(=O)O)cc1 | 0% | 2% | -6% | 14% | -23% | 2 | -8%
CCOC(=O)C1=CC(=O)CC(C)(C)O1 | x | x | -7% | -3% | x | 9 | 21%
O=C(O)CN1CCOCCOCCN(CC(=O)O)CCOCCOCC1 | -5% | -11% | x | x | -14% | x | x
CN(C)C(=O)c1ccc(S(=O)(=O)NCc2ccc(Cl)cc2)s1 | x | 3% | 4% | x | x | -6 | x

# Carrying on.
SMILES | LmPK inh | AmpC inh detg | TbPYK inhibitor | HCV inh | AmpC no deterg | HCMV inh | AMA1-RON2 inh
O=C(CCN1N=C(c2ccccc2)CCC1=O)NC1CCCC1 | -1% | 2% | 5% | 5% | -9% | -15 | 3%
COc1ccc(NC(C)=O)cc1NC(C)C(=O)Nc1ccc(F)cc1 (stereo not drawn) | -3% | -6% | -13% | 17% | -21% | -24 | 11%
O=C(Nc1c(-c2ccccc2)nc2sccn12)c1ccccc1 | -9% | -1% | 0% | -68% | -26% | -23 | -3%
COCCn1c(Cc2ccccc2)nnc1SCC(=O)NC(C)(C)C | -3% | u | -3% | x | -2% | 42 | -1%
Cc1ccc(CS(=O)(=O)CCC(=O)NCc2ccccc2Cl)cc1 | 5% | 10% | 41% | 10% | -5% | 0 | 14%
Cc1ccc(C(=O)N/C(=C/c2cccs2)C(=O)NCC2CCCO2)cc1 (stereo not drawn) | -1% | 5% | -4% | u | 6% | -26 | 6%

# In the list so far, these have a furan ring, fused or not.
SMILES | LmPK inh | AmpC inh detg | TbPYK inhibitor | HCV inh | AmpC no deterg | HCMV inh | AMA1-RON2 inh
Cc1ccc(CN2CCNC(=O)C2CC(=O)N(C)C2CCCCC2)o1 (stereo not drawn) | -2% | 1% | -25% | 11% | 21% | -22 | 5%
CCOc1ccc(NC(=O)c2oc3ccccc3c2NC(=O)Cc2ccc(F)cc2)cc1 | x | 1% | -3% | x | x | -16 | x
O=Cc1ccc(-c2ccc([N+](=O)[O-])cc2Cl)o1 | 8% | 2% | -2% | 1% | -18% | -66* | -15%
